Rab9 promoter act – qHTS Assay for Rab9 Promoter Activators | Potency, µM (top dose mostly 9.22 µM), for the others: top-dose activation, negative = inhibition, hits mostly activators | Huh7 Rab9 promoter-luciferase reporter, luminescence, 24 h | 2.8% of 320,000 active | AID 485297, 2010; also: potency is read from the fitted curve at half-maximal effect; % of control where 0% means no effect; nearly all actives have a fitted effect of over 60% in size
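Huh7 reporter line, Rab9 promoter upstream of luciferase. Compound exposure 24 h at 37 °C in reduced-serum medium with 10% FBS. Read-out: luminescence.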
BRCA1 expr act – qHTS Assay to Identify Small Molecule Activators of BRCA1 Expression; 1.1% of 380,000 active; Potency, µM (highest dose often 46.1 µM), inactives show at the highest dose activation, hits mostly activators; MCF7-BRCA1-FFLuc reporter, luminescence, 48 h; response scale: scaled: vehicle 0%, 10 µM genistein 100%; also: potency is read from the fitted curve at half-maximal effect; nearly all actives have a fitted effect of over 80% in size; some results filed as inactive show a strong effect at the top dose
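Activators of BRCA1 expression were detected as increased firefly luciferase luminescence in engineered MCF7 cells after 48 h compound incubation. Signals were scaled to genistein 10 microM as full activation.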
RORgamma inh – qHTS for inhibitors of ROR gamma transcriptional activity; Nuclear receptor ROR-gamma (Mus musculus), P51450; Drosophila S2 Gal4-RORgamma UAS-luciferase reporter, 20 h; Potency, µM (top dose mostly 53.6 µM), for inactives: at the top dose activity change, negative = inhibition, actives largely listed as inhibitors; 5.4% of 310,000 active; also: potency is read from the fitted curve at half-maximal effect; % is scaled to controls: 0 for no effect and ±100 for the full control effect; nearly all actives have a fitted effect of over 60% in size
Target sequence (P51450 whole entry, looked up, the tested form may be a part): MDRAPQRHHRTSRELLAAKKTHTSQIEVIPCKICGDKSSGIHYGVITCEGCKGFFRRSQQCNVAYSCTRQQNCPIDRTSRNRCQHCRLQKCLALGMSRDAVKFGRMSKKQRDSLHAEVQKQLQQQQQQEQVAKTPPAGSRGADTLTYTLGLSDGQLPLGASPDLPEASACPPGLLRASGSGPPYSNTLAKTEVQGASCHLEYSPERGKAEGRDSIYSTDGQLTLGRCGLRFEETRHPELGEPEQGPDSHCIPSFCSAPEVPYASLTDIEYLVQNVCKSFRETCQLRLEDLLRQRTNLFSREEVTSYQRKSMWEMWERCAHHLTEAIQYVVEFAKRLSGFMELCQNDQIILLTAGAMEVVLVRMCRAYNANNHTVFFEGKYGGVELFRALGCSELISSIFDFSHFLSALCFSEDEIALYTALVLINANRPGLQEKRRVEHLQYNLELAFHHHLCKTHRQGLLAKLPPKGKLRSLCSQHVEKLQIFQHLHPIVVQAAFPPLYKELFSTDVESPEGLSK
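In this cell-based reporter format, copper sulfate (700 uM final) drives Gal4–ROR gamma fusion expression from a metallothionein promoter in Drosophila Schneider cells; compounds preincubated 1 hr, reporter read after 20 hr at ambient temperature.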
p53 reactivator – qHTS assay for re-activators of p53 using a Luc reporter; H1299 p53-A138V BP100-luciferase reporter, luminescence, 24 h; Potency, µM (titrated, usually from 92.2 µM), inactives show at the top dose activity change, positive = activation, hits mostly activators; 0.063% of 320,000 active; also: potency is read from the fitted curve at half-maximal effect; % of control where 0% means no effect; nearly all actives have a fitted effect of over 45% in size
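p53-null H1299 cells stably carrying temperature-sensitive p53-A138V and a BP100-luciferase reporter were pinned with compounds (4-point, 1:5 series) and held 24 hrs at 37 deg C. Luminescence was read 10 min after detection reagent.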
Menin MLL FP TR – qHTS Assay for Inhibitors Targeting the Menin-MLL Interaction in MLL Related Leukemias: Competition With Texas Red Labeled MLL-derived Mutant Peptide | Potency, µM (series often up to 61.6 µM), for inactives: at the top dose FP activity change, negative = inhibition, actives largely listed as inhibitors | Menin + Texas Red MLL mutant peptide, fluorescence polarization | 0.23% of 270,000 active; active = well fitted inhibition curve with a large enough effect in the polarisation, with a control signal flat, not every such curve was filed as active; inconclusive = small, poorly fitted or top-dose-only effect, or effect the other way, or a change in a side signal; inactive = no such curve, though single readings can be large or run the other way; the % refers to the polarisation; also: potency is read from the fitted curve at half-maximal effect; % of control where 0% means no effect; many of its hits are not listed in these tables
Giardia killer – Small Molecules that selectively kill Giardia lamblia: qHTS | Giardia lamblia trophozoite viability | activity change, % at 7.66 µM, hits read low | 0.15% of 340,000 active | AID 540267, 2011; in the data active = activity change below about -80%; inconclusive = between about -30% and that limit;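 also: parasites exposed to compound for two days anaerobically before the ATP read; % is scaled to controls: 0 for no effect and ±100 for the full control effect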
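Giardia lamblia trophozoites (100 cells/well) were incubated with compounds for 48 h at 37 deg C under anaerobic conditions. Viability was read as ATP content by one-step luminescence after 15-30 min at room temperature.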
ELG1 genotox – qHTS screen for small molecules that induce genotoxicity in human embryonic kidney (HEK293T) cells expressing luciferase-tagged ELG1; HEK293T ELG1-luciferase reporter, luminescence, 16 h; Potency, µM (highest dose often 46 µM), without a hit: at the highest dose activity change, positive = activation, actives largely listed as activators; 1.3% of 330,000 active; also: potency is read from the fitted curve at half-maximal effect; % of control where 0% means no effect; nearly all actives have a fitted effect of over 60% in size
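Step 1: seed 2,000 HEK293T ELG1-luciferase cells per well. Step 2: add compound or DMSO, incubate 16 hr at 37 °C. Step 3: ONE-Glo, 30 min at room temperature, read luminescence.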
VP16 counter – VP16 counterscreen qHTS for inhibitors of ROR gamma transcriptional activity; Potency, µM (highest dose often 53.6 µM), inactives show top-dose activity, negative = inhibition, usual class: inhibitors; Drosophila S2 Gal4-VP16 UAS-luciferase, luminescence, 20 h; 3.5% of 310,000 active; AID 2546, 2010;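 also: Gal4-VP16 expression switched on by copper sulfate through the metallothionein promoter; potency is read from the fitted curve at half-maximal effect; % is scaled to controls: 0 for no effect and ±100 for the full control effect; nearly all actives have a fitted effect of over 50% in size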
PKM2 activator – qHTS Assay for Activators of Human Muscle isoform 2 Pyruvate Kinase. purified PKM2, Kinase-Glo ATP luminescence, activation; response scale: 0% is enzyme alone, no compound. Potency, µM (series often up to 57.5 µM), for the others: at the top dose activation, hits mostly activators. 0.34% of 260,000 active. AID 1631, 2009; also: potency is read from the fitted curve at half-maximal effect; % is scaled to controls: 0 for no effect and ±100 for the full control effect; nearly all actives have a fitted effect of over 55% in size
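Kinase-Glo luminescence reports ATP generated from ADP (0.1 mM) and PEP (0.5 mM) by purified hPK-M2 after 1 h at room temperature, pH 7.2 imidazole buffer; intermediate enzyme activity allows detecting inhibitors and activators.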
FLuc modulator – qHTS profiling assay for firefly luciferase inhibitor/activator using purifed enzyme and Km concentrations of substrates (counterscreen for miR-21 project); Potency, µM (series often up to 57.5 µM), without a hit: top-dose activity change, negative = inhibition, hits mostly inhibitors; AID 588342, 2011; purified FLuc, Km substrates, luminescence inhibition; 6.9% of 360,000 active; Luciferin 4-monooxygenase (Photinus pyralis), P08659;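 also: potency is read from the fitted curve at half-maximal effect; plate controls were vehicle for no effect and reference inhibitor for full effect; nearly all actives have a fitted effect of over 55% in size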
Target sequence (P08659 whole entry, looked up): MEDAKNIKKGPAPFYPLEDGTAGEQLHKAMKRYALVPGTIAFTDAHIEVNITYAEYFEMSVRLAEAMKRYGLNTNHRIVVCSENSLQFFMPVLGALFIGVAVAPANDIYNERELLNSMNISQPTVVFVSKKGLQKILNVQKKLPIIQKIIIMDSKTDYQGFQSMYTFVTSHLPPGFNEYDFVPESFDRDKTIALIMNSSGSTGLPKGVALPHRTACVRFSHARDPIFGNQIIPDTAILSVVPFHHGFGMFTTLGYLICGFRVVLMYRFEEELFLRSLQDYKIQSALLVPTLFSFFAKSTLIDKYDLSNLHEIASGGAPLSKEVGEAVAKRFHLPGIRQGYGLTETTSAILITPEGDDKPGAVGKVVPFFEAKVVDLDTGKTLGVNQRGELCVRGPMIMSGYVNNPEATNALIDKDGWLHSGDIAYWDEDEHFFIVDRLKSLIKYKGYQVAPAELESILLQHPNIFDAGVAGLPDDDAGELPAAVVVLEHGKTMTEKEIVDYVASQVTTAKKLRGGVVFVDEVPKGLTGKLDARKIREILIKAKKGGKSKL
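Purified P. pyralis luciferase (10nM final) with 10uM D-luciferin and 10uM ATP (Km levels) in 50mM Tris acetate pH 7.5, 10mM Mg acetate, 0.01% Tween-20, 0.05% BSA; qHTS 6-point titration, ~60 µM downward; luminescence read.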
NPC1 promoter act – qHTS Assay for NPC1 Promoter Activators; 2.4% of 320,000 active; AID 485313, 2010; Potency, µM (highest dose often 9.22 µM), without a hit: top-dose activation, usual class: activators; Huh7 NPC1 promoter luciferase reporter, 24 h;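 also: potency is read from the fitted curve at half-maximal effect; % of control where 0% means no effect; nearly all actives have a fitted effect of over 60% in size; reporter is driven by a mutant NPC1 promoter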
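In 1536-well qHTS, Huh7 cells harboring an NPC1 promoter–luciferase construct received compound for 24 h; activation was quantified by luminescence following luciferase reagent addition.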
Starred values were filed as active, the others as inactive; ? = inconclusive; · = not tested or not shown; & = joins results of further samples; [ ] = remark or other dose. Unless noted, calls follow the shape of the dose curve; as a rule, active = well fitted curve in the direction sought with a large enough effect; inconclusive = small, poorly fitted or top-dose-only effect, or another doubt; inactive = no such curve, though single readings can be large; an effect the other way counts as inactive or inconclusive. This is a subset; rates above refer to the full screens.

SMILES	Rab9 promoter act	BRCA1 expr act	RORgamma inh	p53 reactivator	Menin MLL FP TR	Giardia killer	ELG1 genotox	VP16 counter	PKM2 activator	FLuc modulator	NPC1 promoter act
COC(=O)CC1=NN(c2ccc(OC)cc2)C(=O)/C1=C\c1ccc(Cl)cc1	-1%	-8%	9%	-8%	?	-6	6%	?	-2%	-9%	1%
Cc1cc(C)nc(NS(=O)(=O)c2ccc(NC(=O)Nc3ccccc3)cc2)n1	-2%	25%	30%	1%	12%	9	1%	-8%	·	?	-2%
Cc1nc(N)sc1-c1csc(Nc2cccc(C(=O)O)c2)n1	15%	-21%	30%	16%	21%	8	-7%	-6%	0%[11.5 µM]	7.6µM*	17%
Cc1cc(C)n(CC(O)COc2ccccc2C)n1 (stereo not drawn)	9%	-4%	11%	8%	-9%	3	1%	16%	-4%	-2%	0%
CC(C)NC(=O)COC(=O)c1ccc(O)cc1	-2%	23%	?	6%	-2%	-24	0%	-3%	12%	4%	0%
CCOCc1nnc(NC(=O)CSc2ccc(C)cc2)s1	-2%	-29%	-41%	-6%	1%	-6	1%	-24%	-3%	3%	-2%
CCOc1cc(/C=N/N=C/c2ccc(O)c(OCC)c2)ccc1O	1%	-1%	9%	-4%	?	4	-3%	3%	·	3%	2%
O=C(NCCN1Cc2ccccc2C1=O)c1cccs1	21%	?	30%	?	-1%	-16	?	-3%	5%	-10%	19%
Cc1cc(C)nc(N2CCC(C(=O)NCc3ccccc3F)CC2)n1	4%	4%	-19%	-1%	2%	11	-1%	-3%	5%	0%	-3%
Cc1cc(C)c[n+](CC(=O)c2c(C)cc(C)c([N+](=O)[O-])c2C)c1	3%	8%	·	·	-3%	2	-6%	·	-5%	-1%	-3%

One compound at a time (already shown):
Cc1cc(C)nc(NS(=O)(=O)c2ccc(NC(=O)Nc3ccccc3)cc2)n1 in the list: Rab9 promoter act: -2%; BRCA1 expr act: 25%; RORgamma inh: 30%; p53 reactivator: 1%; Menin MLL FP TR: 12%; Giardia killer: 9; ELG1 genotox: 1%; VP16 counter: -8%; PKM2 activator: ·; FLuc modulator: ?; NPC1 promoter act: -2%
Cc1nc(N)sc1-c1csc(Nc2cccc(C(=O)O)c2)n1 in the list: Rab9 promoter act: 15%; BRCA1 expr act: -21%; RORgamma inh: 30%; p53 reactivator: 16%; Menin MLL FP TR: 21%; Giardia killer: 8; ELG1 genotox: -7%; VP16 counter: -6%; PKM2 activator: 0%[11.5 µM]; FLuc modulator: 7.6µM*; NPC1 promoter act: 17%

Later entries
SMILES	Rab9 promoter act	BRCA1 expr act	RORgamma inh	p53 reactivator	Menin MLL FP TR	Giardia killer	ELG1 genotox	VP16 counter	PKM2 activator	FLuc modulator	NPC1 promoter act
COc1ccc(-n2nnnc2SCC(=O)Nc2ccccc2N2CCOCC2)cc1OC	15%	-17%	2%	-5%	3%	-7	14%	?	6%	-15%	-3%
O=C1COc2ccc(C(=O)COC(=O)Cc3c(F)cccc3Cl)cc2N1	-1%	-6%	·	15%	·	26	0%	·	·	-10%	-5%
Cc1ccccc1NS(=O)(=O)c1ccc(C)c(NS(C)(=O)=O)c1C	-7%	-11%	10%	-3%	-11%	16	-2%	2%	-25%	-1%	1%
O=C(COC(=O)CCC1CCCC1)Nc1ccc(F)cc1Cl	0%	-30%	·	3%	·	9	0%	·	·	2%	-1%
CCC(=O)Nc1ccc(C(=O)N/N=C/c2cccnc2)cc1	-3%	0%	5%	-3%	-2%	-6	0%	-27%	1%	-2%	-2%
Cc1ccc(Sc2c([N+](=O)[O-])c(C)nn2C)cc1	-9%	39%	-1%	2%	·	-7	-4%	3%	?	-1%	-1%
COc1cc2c(cc1OC)-c1cc(=Nc3c(C)cc(C)cc3C)n(C)c(=O)n1CC2	-23%[46.1 µM]	0%	-3%&-8%	·	?	-9	·	-10%&-9%	-1%	·	-15%[46.1 µM]
O=C(CSc1nc(-c2ccccc2)nc2ccc(F)cc12)Nc1cccc(C(=O)O)c1	-6%	-28%	-9%	-8%	·	-2	-2%	-2%	12%	?	-4%
O=[N+]([O-])c1ccc(/C=N/Nc2ncc(Br)cn2)cc1	10%	2%	-20%	?	14%	1	9%	-13%	1%[11.5 µM]	-1%	13%
C=CCSC1=C(C#N)C(c2cc(Br)c(O)c(OC)c2)CC(=O)N1 (stereo not drawn)	-4%	8%	-1%	-3%	21%	12	0%	-10%	-12%	-3%	2%
O=C(c1ccco1)N1CCN(S(=O)(=O)c2ccc3c(c2)OCCO3)CC1	-2%	-5%	13%	0%	-7%	5	-6%	5%	?	6%	0%
O=C(Cc1c[nH]c2ccccc12)NCc1cccs1	0%	46%	28%	?	3%	1	6%	25%	4%	?	-4%
CCOC(=O)C1=C(Cc2ccc(Cl)cc2)C(=O)c2ccccc2C1=O	-10%	-58%	8.9µM*	-21%	·	7	-6%	?	1%	21µM*	6%
COC(=O)c1ccc2c(=O)n(CCCCCC(=O)O)c(=O)[nH]c2c1	-11%	-21%	10µM*	-10%	-5%	11	-1%	16µM*	2%	?	-4%
O=C(CN1CCN(c2ccccc2)CC1)Nc1ccccc1Cl	-7%	5%	21%	7%	-17%	5	-2%	23%	3%	2%	-9%
O=C(CC1Sc2ncnn2C1=O)Nc1ccc(Cl)cc1 (stereo not drawn)	-8%	-6%	?	2%	1%	5	1%	?	22%	-5%	-3%
CC(C)C(NS(=O)(=O)c1ccc2c(c1)OCCO2)C(=O)NCCc1ccccn1 (stereo not drawn)	0%	0%	-3%	-5%	-8%	-14	-1%	-6%	-5%	1%	2%
CC1=CCC2C(=O)N(CCc3c[nH]c4ccccc34)C(=O)C2C1 (stereo not drawn)	3%	76%	33%	2%	8%	-1	1%	2%	-13%	?	19%
O=C(COC(=O)c1cc(=O)c2ccccc2o1)Nc1ccc2ccccc2c1	-4%	-2%	19%	-1%	?	4	4%	-3%	-1%	-1%	-1%
O=S(=O)(NN1CCOCC1)c1ccc(Br)cc1	1%	1%	·	·	15%	10	-2%	·	-5%	-17%	0%
Cn1nnc2cc(NC(=O)NCc3ccc4c(c3)OCO4)ccc21	-4%	11%	-38%	-8%	14%	7	8%	5%	-12%	-1%	4%
O=C(NCCc1ccccc1)c1cccc2c1C(=O)N(C1CCCCC1)C2	-8%	18%	10%	-2%	·	-4	-6%	-10%	·	-1%	4%
CC1(C)C(=O)Nc2ccccc2N1C(=O)COC(=O)c1cc(S(=O)(=O)N2CCOCC2)ccc1F	2%	-1%	35%	1%	-11%	11	-2%	-13%	0%	-3%	-12%
COC(=O)C1(c2ccccc2)NC(c2ccc(O)cc2)C2C(=O)N(c3ccc4c(c3)OCO4)C(=O)C21 (stereo not drawn)	-4%	-2%	1%	-6%	·	17	-1%	0%	-5%	-15%	0%
O=C(Nc1ccccc1N1CCCC1)c1ccc([N+](=O)[O-])cc1Cl	-7%	-63%	-28%	5%	11%	-29	-4%	-3%	9%	-6%	4%
O=C(CCN1C(=O)c2cccnc2C1=O)NC1CCCCCC1	-2%	8%	-37%	7%	7%	-9	3%	-12%[0.365 µM]	-8%	0%	0%

Part of the list above in order of count of non-hydrogen atoms, largest number first:
SMILES	Rab9 promoter act	BRCA1 expr act	RORgamma inh	p53 reactivator	Menin MLL FP TR	Giardia killer	ELG1 genotox	VP16 counter	PKM2 activator	FLuc modulator	NPC1 promoter act
CC1(C)C(=O)Nc2ccccc2N1C(=O)COC(=O)c1cc(S(=O)(=O)N2CCOCC2)ccc1F	2%	-1%	35%	1%	-11%	11	-2%	-13%	0%	-3%	-12%
O=C(NCCc1ccccc1)c1cccc2c1C(=O)N(C1CCCCC1)C2	-8%	18%	10%	-2%	·	-4	-6%	-10%	·	-1%	4%
Cn1nnc2cc(NC(=O)NCc3ccc4c(c3)OCO4)ccc21	-4%	11%	-38%	-8%	14%	7	8%	5%	-12%	-1%	4%
O=C(CCN1C(=O)c2cccnc2C1=O)NC1CCCCCC1	-2%	8%	-37%	7%	7%	-9	3%	-12%[0.365 µM]	-8%	0%	0%
O=S(=O)(NN1CCOCC1)c1ccc(Br)cc1	1%	1%	·	·	15%	10	-2%	·	-5%	-17%	0%
